EBI2 antag = EBI2 receptor antagonists, beta-arrestin recruitment, primary screen, cell-based, luminescence, 7a,25-OHC stimulation, uHTS | 7a,25-OHC stimulated | AID 651636, 2012 | G-protein coupled receptor 183 (Homo sapiens), P32249 | 0.81% of 360,000 active | inhibition, % at 5 µM; in the data active means inhibition above about 38%;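 further: enzyme fragment complementation signal reports receptor beta-arrestin coupling in cells; 0% = agonist plus DMSO wells and 100% = wells without agonist; some results beyond the cut were filed as inactive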
Target sequence (P32249 whole entry, looked up, the tested form may be a part): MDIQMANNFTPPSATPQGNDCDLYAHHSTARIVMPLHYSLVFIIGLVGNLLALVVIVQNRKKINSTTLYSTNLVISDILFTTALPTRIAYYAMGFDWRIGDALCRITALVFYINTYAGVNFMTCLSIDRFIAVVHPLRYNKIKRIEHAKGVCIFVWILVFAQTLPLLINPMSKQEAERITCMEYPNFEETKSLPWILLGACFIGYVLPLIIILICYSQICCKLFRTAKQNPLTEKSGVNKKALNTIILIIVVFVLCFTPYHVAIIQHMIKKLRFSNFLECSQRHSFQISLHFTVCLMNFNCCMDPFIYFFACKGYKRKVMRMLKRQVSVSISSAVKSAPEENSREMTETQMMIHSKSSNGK
Gli-Sufu block = Gli-Sufu pathway antagonists, primary screen, luciferase luminescence, Sufu-KO-LIGHT cells, uHTS; Sufu-KO-LIGHT fibroblasts, Gli luciferase reporter luminescence; 0.74% of 340,000 active; inhibition, % at 5 µM;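 active means inhibition above about 55%, limit read from the data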;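 further: 0% = DMSO-treated cells and 100% = wells with medium but no cells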
CCR6 antagonist = CCR6 receptor antagonists, primary screen, cell-based, CHO-K1, luminescence, beta-arrestin, uHTS | AID 493098, 2011 | CHO-K1 CCR6 PathHunter beta-arrestin, CCL20-stimulated | 0.49% of 340,000 active | inhibition, % at 20 µM;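 active means compounds whose inhibition of the agonist-driven luminescence signal at 20 µM reaches about 50%, limit read from the data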;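 further: cells stimulated with CCL20 at 14 nM final; plate controls were DMSO with CCL20 for no effect and DMSO without agonist for full effect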
APJ ag = agonists of human apelin receptor APJ, primary screen, CHO-K1 cells, PathHunter beta-arrestin, luminescence. P35414. 0% DMSO wells, 100% apelin. activation, % at 20 µM. 0.11% of 330,000 active. AID 2520, 2010;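 active means activation more than six SD over the plate average, tested at 20 µM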;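 further: 0% = DMSO alone and 100% = apelin-13 at 10 nM; some results filed as inactive read as strong as hits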
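system = engineered CHO-K1 APJ arrestin reporter cells | input = 1000 cells per well | timing = overnight seeding, 90 min compound at 25 °C, 1 h detection | measured by = enzyme-fragment complementation luminescence | read-out = beta-arrestin recruitment to APJ as agonist activity, luminescent signal | control set = negative DMSO alone, positive Apelin-13 at 10 nM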
ATG4B inhibitor = ATG4B protease inhibitors, primary screen, biochemical, fluorescence, uHTS; Cysteine protease ATG4B (Homo sapiens), Q9Y4P1; inhibition, % at 8.33 µM; 0.51% of 340,000 active; ATG4B cleavage of LC3-PLA2, NBD-HPC fluorescence, 1 h; in the data active means inhibition above about 40%
CXCR6 inh = CXCR6 receptor inhibitors, primary screen, cell-based, beta-arrestin, luminescence, CHO-K1 PathHunter, 1536-well; inhibition, % at 20 µM; AID 602244, 2012; C-X-C chemokine receptor type 6 (Homo sapiens), O00574; 0.36% of 360,000 active; in the data active means inhibition above about 34%, passing the limit was not always enough;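 further: antagonist mode with CXCL16 agonist at 10 nM final; 0% = 10 nM CXCL16 with DMSO and 100% = unstimulated wells without agonist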
APJ antag = antagonists of human apelin receptor APJ, primary screen, CHO-K1 cells, beta-arrestin complementation, luminescence. P35414. inhibition, % at 20 µM. 0.32% of 330,000 active. AID 2521, 2010;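 active means inhibition above about 40% at 20 µM, limit read from the data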;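 further: cells challenged with 10 nM apelin-13 agonist together with compound; plate controls were apelin-13 plus DMSO wells for no effect and DMSO wells lacking apelin-13 for full effect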
UBC13 inh = UBC13 polyubiquitin chain formation inhibitors, primary screen, biochemical, TR-FRET, uHTS | 0.47% of 330,000 active | Ubiquitin-conjugating enzyme E2 N (Homo sapiens), P61088 | inhibition, % at 20 µM; in the data active means inhibition above about 45%, passing the limit was not always enough
Target sequence (P61088 whole entry, looked up): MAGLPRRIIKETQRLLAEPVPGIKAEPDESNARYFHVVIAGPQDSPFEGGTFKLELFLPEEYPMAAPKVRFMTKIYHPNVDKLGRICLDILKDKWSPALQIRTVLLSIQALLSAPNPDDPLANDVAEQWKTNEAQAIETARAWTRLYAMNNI
* = called active by the depositor.

1. Clc1cccc(Nc2nc(N3CCOCC3)nc(N3CCOCC3)n2)c1
2. CN(C)c1ccc(-c2c(-c3ccc4c(c3)OCO4)noc2-c2ccsc2)cn1
3. CC(CCc1ccccc1)NC(=O)CN1CCN(c2ccc(O)cc2)CC1 (centres undefined)
4. COC(=O)c1cccc(NC(=O)CSc2nc(O)c(-c3ccccc3)c(=O)[nH]2)c1
5. COC(=O)N/N=C/c1cccnc1
Screen / compound no.,1,2,3,4,5
EBI2 antag,18,3,-5,-8,-3
Gli-Sufu block,-5,11,22,6,-4
CCR6 antagonist,19,13,-12,11,3
APJ ag,-1,6,5,-3,0
ATG4B inhibitor,5,-1,2,-1,3
CXCR6 inh,0,6,-4,2,3
APJ antag,26,-111,-30,2,6
UBC13 inh,6,-25,-9,-5,4

6. COc1ccc(NC(=O)COc2ccc(N(C)S(=O)(=O)c3ccc(C)cc3)cc2)cc1
7. Cc1cccc(-c2nnc(SCC(=O)Nc3cccc(C(=O)N4CCOCC4)c3)n2C)c1
8. COc1cccc(N2CCN(C(=O)CN(c3ccc(C)cc3)S(=O)(=O)c3c(C)n[nH]c3C)CC2)c1
9. COc1cc(C(=O)OCC(=O)NC2CCCCCC2)ccc1OCC(C)C
10. COc1ccc(C)cc1-n1nnnc1SCC(=O)NNC(=O)c1ccc([N+](=O)[O-])cc1
Screen / compound no.,6,7,8,9,10
EBI2 antag,28,-3,-13,7,7
Gli-Sufu block,5,0,1,-12,-10
CCR6 antagonist,12,-5,5,9,16
APJ ag,2,4,-5,-5,-5
ATG4B inhibitor,-8,0,-10,2,-7
CXCR6 inh,-6,2,2,2,14
APJ antag,3,-7,11,2,7
UBC13 inh,9,3,7,-10,2

Some of these compounds in order of heavy-atom count, lowest first:
5. COC(=O)N/N=C/c1cccnc1
1. Clc1cccc(Nc2nc(N3CCOCC3)nc(N3CCOCC3)n2)c1
3. CC(CCc1ccccc1)NC(=O)CN1CCN(c2ccc(O)cc2)CC1 (centres undefined)
2. CN(C)c1ccc(-c2c(-c3ccc4c(c3)OCO4)noc2-c2ccsc2)cn1
4. COC(=O)c1cccc(NC(=O)CSc2nc(O)c(-c3ccccc3)c(=O)[nH]2)c1
10. COc1ccc(C)cc1-n1nnnc1SCC(=O)NNC(=O)c1ccc([N+](=O)[O-])cc1
7. Cc1cccc(-c2nnc(SCC(=O)Nc3cccc(C(=O)N4CCOCC4)c3)n2C)c1
Screen / compound no.,5,1,3,2,4,10,7
EBI2 antag,-3,18,-5,3,-8,7,-3
Gli-Sufu block,-4,-5,22,11,6,-10,0
CCR6 antagonist,3,19,-12,13,11,16,-5
APJ ag,0,-1,5,6,-3,-5,4
ATG4B inhibitor,3,5,2,-1,-1,-7,0
CXCR6 inh,3,0,-4,6,2,14,2
APJ antag,6,26,-30,-111,2,7,-7
UBC13 inh,4,6,-9,-25,-5,2,3

8. COc1cccc(N2CCN(C(=O)CN(c3ccc(C)cc3)S(=O)(=O)c3c(C)n[nH]c3C)CC2)c1
Screen / compound no.,8
EBI2 antag,-13
Gli-Sufu block,1
CCR6 antagonist,5
APJ ag,-5
ATG4B inhibitor,-10
CXCR6 inh,2
APJ antag,11
UBC13 inh,7

Other compounds.
11. Cn1c(=O)[nH]c(=O)c2c1nc(Br)n2CCCO
12. COc1cc2c(cc1OC)CN(CC(=O)Nc1ccc(F)cc1)C(C(=O)O)C2 (centres undefined)
13. CCOC(=O)c1ccc2nc3c(cc2c1)CCS3
14. COc1ccc(-c2csc(NCCc3nc4cc(Cl)c(N5CCCCC5)cc4n3CCOCCO)n2)cc1
15. NNC(=O)c1ccc(COc2ccc3ccccc3c2)o1
16. Cc1ccc2c(c1)nnc1nnc(SCC(=O)O)n12
17. COCCCn1c(SCC(=O)NC2CCCCC2)nc2ccccc2c1=O
Screen / compound no.,11,12,13,14,15,16,17
EBI2 antag,-8,-7,-19,11,0,4,9
Gli-Sufu block,8,11,-29,18,-58,1,-7
CCR6 antagonist,7,1,17,10,-7,-7,15
APJ ag,-3,-3,-4,-7,4,0,-2
ATG4B inhibitor,0,3,7,-20,-11,1,-4
CXCR6 inh,9,2,0,9,-10,3,-4
APJ antag,7,-13,16,15,-28,17,-12
UBC13 inh,-4,6,30,6,-7,-3,5

Single values from above:
cpd 3 in ATG4B inhibitor: 2
cpd 11 in CXCR6 inh: 9

Screening data deposited in PubChem by Sanford-Burnham Center for Chemical Genomics.
